Growth percent in the NCI-60 one-dose screen (48 h, 10 µM unless noted): 100 = growth as untreated, 0 = no growth, -100 = all killed.
SNB-75: SNB-75 CNS cancer; 79,000 compounds, 5% hits; AID 1794750
SW-620: SW-620 colon cancer; 82,000 compounds, 5.2% hits; AID 1794795
HCT-116: HCT-116 colon cancer | AID 1794798 | 82,000 compounds, 7.3% hits
HCT-15: HCT-15 colon cancer; 82,000 compounds, 5.2% hits
SF-295: SF-295 CNS cancer cells | 79,000 compounds, 5.6% hits
SNB-19: SNB-19 CNS cancer cells; 81,000 compounds, 2.5% hits; AID 1794751
KM12: KM12 colon cancer cells; 82,000 compounds, 5% hits
HCC-2998: HCC-2998 colon cancer; 79,000 compounds, 4.7% hits
SF-539: SF-539 CNS cancer; 81,000 compounds, 6.8% hits; AID 1794752
Starred values were filed as active, the others as inactive; . = not tested or not shown; & = joins results of further samples; [ ] = dose if it differs, or a comment. Rule for the calls: active = growth percent below 10; inactive = the rest.

cpd	mol	SNB-19	HCC-2998	SF-539	HCT-116	HCT-15	SF-295	SNB-75	KM12	SW-620
1	CSc1nc(N)cc(C(N)=O)n1	96	92	96	99	97	96	92	105	100
2	CCOC(=O)/C(F)=C/C1CC1CCc1ccccc1 (stereo not given)	98	100	100	105	96	98	.	104	107
3	CCOC(=O)C(=O)Nc1cccc(NC(=O)C(=O)OCC)n1	.	106	94	106	102	97	108	99	101
4	CONC1=Nc2cc(NC(N)=NCc3ccccc3)c(N(C)C3CCCCC3)cc2OC1	69	22	76	46	101	83	41	62	75
5	COc1ccc(CCN2CC=Cn3c2nc2ccccc2c3=O)cc1	.	5.1*	-34*	10	16	17	37	4.3*	26
6	CC(=O)SCCCON1C(=O)c2ccccc2C1=O	108	119	114	104	122	109	85	126	119
7	Cc1nc(Nc2ccc(OCCCBr)cc2)c2c(C)nn(-c3ccccc3)c2n1	95	107	98	81	94	96	105	97	111
8	COc1cc(C=C2C(=O)NC(=O)NC2=O)cc(CN2CCN(C)CC2)c1O	101	113	99	108	110	108	95	106	101
9	CNC(=O)c1cn2c3c(c(N4CCN(C)CC4)c(F)cc3c1=O)OC[C@@H]2C	106	108	105	104	102	99	84	100	100
10	CCC(C)C(NC(=O)OC(C)(C)C)C(=O)O (stereo not given)	115	82	99	110	104	107	112	110	105
11	CCCCC(C(O)c1ccc(C(C)(C)C)cc1)N(CC)CC (stereo not given)	107	99	97	89	96	103	82	94	100
12	CCCC1CC(C(=O)NC(C(C)O)C2OC(SC)C(O)C(O)C2O)N(C)C1 (stereo not given)	109	.	96	103	97	100	93	116	106
13	N#Cc1c(-c2ccccc2)nc(N2CCOCC2)[nH]c1=O	107	108	106	98	106	104	86	100	111
14	C/C(=N\Nc1ccc(C(=O)O)cc1)c1cnn(-c2cc(=O)[nH]c3ccc(C)cc23)c1C	97	108	101	95	97	95	92	100	110
15	CCN(CC)CCOc1ccc2c(c1)C(=O)c1cc(OCCN(CC)CC)ccc1-2	76&84	57&78	38&50	13&44	39&78	71&83	67&75	40&55	26&35
16	O=CNC(C=O)C(O)C(O)C(O)CO (stereo not given)	99	101	101	112	104	.	84	110	102
17	NC(=O)c1cnc2ccc(-c3csc(N)n3)cc2c1Nc1ccc(Cl)cc1	106	101	103	96	102	107	112	101	101
18	OCCOSCCO	110	111	100	102	89	.	99	112	105
19	COc1cc(CN(c2ccc(Cl)cc2)C2OC(=O)c3ccccc32)cc(OC)c1OC (stereo not given)	74	74	60	28	38	72	69	32	31
20	COCC(=O)c1nnnn1CC(=O)c1ccc(F)cc1F	107	111	104	92	98	98	86	100	100

Reprinted, compounds 19–20
cpd	mol	SNB-19	HCC-2998	SF-539	HCT-116	HCT-15	SF-295	SNB-75	KM12	SW-620
19	COc1cc(CN(c2ccc(Cl)cc2)C2OC(=O)c3ccccc32)cc(OC)c1OC (stereo not given)	74	74	60	28	38	72	69	32	31
20	COCC(=O)c1nnnn1CC(=O)c1ccc(F)cc1F	107	111	104	92	98	98	86	100	100

Additional compounds follow:
cpd	mol	SNB-19	HCC-2998	SF-539	HCT-116	HCT-15	SF-295	SNB-75	KM12	SW-620
21	NC(N)=NCC1COC2(CCCCC2)O1 (stereo not given)	112	108	100	100	102	103	83	96	107
22	C=Cc1cc(C)cc(OC)c1O	109	96	87	113	101	101	84	102	98
23	C/C(=C1/SC(=S)NC1=O)c1ccccc1	107	102	112	.	106	118	94	111	108
24	O[Si](O)(c1cccc2ccccc12)c1cccc2ccccc12	108	94	.	93	98	103	86	93	96
25	COc1cc2cc(C)c(Br)c(OC)c2cc1OC	91	91	95	92	105	95	89	104	111
26	Cc1nc2c(C)c(C(=O)Nc3ccccc3)sc2c(=O)[nH]1	101	107	107	93	110	106	76	105	107
27	Cc1ccc(-c2nc(C(Cl)Cl)nc3cc(-c4ccccc4)nn23)cc1	15	-56*	34	12	5.5*	10	-3.1*	-6.9*	-40*
28	CCOc1ccc(N2C(=O)N(c3ccc(OC)cc3)C(=N)C2=S)cc1	98	100	100	86	90	100	85	91	107
29	Cc1ccc(S(=O)(=O)/N=C2\NC(=O)/C(=C\c3ccccc3)S2)cc1	109	107	96	112	105	114	89	115	110
30	CC(C)C[C@H](NC(=O)CSc1nnc(-c2ccc(NC(=O)c3cccnc3)cc2)o1)C(=O)O	96	114	91	96	100	103	79	111	104
31	Cc1[nH]c2ccccc2c1C1Cc2ccccc2N1 (stereo not given)	97	105	100	99	102	97	60	100	97
32	Cc1cc(C2(c3cc(C)c(OCC(O)CNc4c(C)n(C)n(-c5ccccc5)c4=O)cc3C(C)C)OC(=O)c3ccccc32)c(C(C)C)cc1OCC(O)CNc1c(C)n(C)n(-c2ccccc2)c1=O (stereo not given)	49	37	39	5.4*	20	24	47	16	18
33	ClCc1ccccc1CSc1ncnc2nc[nH]c12	101	101	91	100	98	105	98	106	119
34	CC(=O)Nc1cccc(C(F)(F)F)c1[N+](=O)[O-]	100	105	102	100	103	117	.	109	101
35	CCOc1ccc(C2=NNC(=O)CC2)cc1	92	101	.	91	103	96	83	102	108
36	CNC(=O)c1cc(Oc2ccc3nc(NC(=O)c4cccc(C(F)(F)F)c4)sc3c2)ccn1	93	109	99	94	98	93	91	102	105
37	CCc1c(C(=O)Nc2cc(S(=O)(=O)N(CC)CC)ccc2O)[nH]c(C)c1C(N)=O	103	108	98	94	107	99	75	102	116
38	Cc1cccc(NC(=O)c2ccccc2Cl)c1	102	108	104	97	106	100	98	101	106
39	COc1ccc(/C=C/C(=O)c2c(N)n(C)c(=O)n(C)c2=O)cc1	112	103	106	.	102	108	98	98	120
40	CCOc1ccc(OCC)c(NC(=O)CC(C)=O)c1	97	111	110	103	107	108	102	109	111

Reformatted screen by screen: part of the list above
40: CCOc1ccc(OCC)c(NC(=O)CC(C)=O)c1
24: O[Si](O)(c1cccc2ccccc12)c1cccc2ccccc12
29: Cc1ccc(S(=O)(=O)/N=C2\NC(=O)/C(=C\c3ccccc3)S2)cc1
26: Cc1nc2c(C)c(C(=O)Nc3ccccc3)sc2c(=O)[nH]1
assay / entry | 40 | 24 | 29 | 26
SNB-19 | 97 | 108 | 109 | 101
HCC-2998 | 111 | 94 | 107 | 107
SF-539 | 110 | . | 96 | 107
HCT-116 | 103 | 93 | 112 | 93
HCT-15 | 107 | 98 | 105 | 110
SF-295 | 108 | 103 | 114 | 106
SNB-75 | 102 | 86 | 89 | 76
KM12 | 109 | 93 | 115 | 105
SW-620 | 111 | 96 | 110 | 107

One compound at a time, from the list above. Screens in order: SNB-19 | HCC-2998 | SF-539 | HCT-116 | HCT-15 | SF-295 | SNB-75 | KM12 | SW-620
`Cc1ccc(-c2nc(C(Cl)Cl)nc3cc(-c4ccccc4)nn23)cc1` is listed as 15 | -56* | 34 | 12 | 5.5* | 10 | -3.1* | -6.9* | -40*
`CCOc1ccc(N2C(=O)N(c3ccc(OC)cc3)C(=N)C2=S)cc1` is listed as 98 | 100 | 100 | 86 | 90 | 100 | 85 | 91 | 107

Next part:
cpd	mol	SNB-19	HCC-2998	SF-539	HCT-116	HCT-15	SF-295	SNB-75	KM12	SW-620
41	NC1(C(=O)O)CCCCC1c1ccccc1 (stereo not given)	105	102	108	108	115	110	96	107	109
42	C=CCSc1nc(N)nc2nc[nH]c12	91	105	94	104	101	109	102	113	111
43	CC/C(N)=C\C(=O)c1ccccc1	.	100	108	100	109	106	91	102	108
44	CCCCn1c(-c2ccc(-c3nc(-c4ccc(OC)cc4)no3)cc2)nc(-c2ccccc2)c1-c1ccccc1	89	92	97	73	90	88	98	96	96
45	COc1cc(C2=NNC(=O)Cc3cc4c(cc32)OCCO4)ccc1N	101	103	97	100	103	103	95	102	106
46	CCCCCCCCCCCCCCCCCCOCC(COCCOCC[N+]1(CCCCCC(=O)[O-])CCCC1)Oc1ncccn1 (stereo not given)	19	25	37	20	56	27	6.6*	15	43
47	O=C(NNC(=O)c1cccc(F)c1)c1ccccc1	109	.	94	105	108	110	107	130	95
48	Cc1ccc2c(c1)sc1nc3nc4sc5cc(Cl)c(Cl)cc5n4c(=N)c3c(=N)n12	95	116	96	103	113	117	99	118	115
49	COc1ccc(C2=CC(c3ccc(C)cc3Br)N3C(C)=CSC3=N2)cc1 (stereo not given)	103	.	99	80	92	.	.	99	99
50	COc1cc(C(=O)Nc2cc(O)c(C/C=C(\C)CCC=C(C)C)c(O)c2)cc2c1O[C@]1(C)CC[C@@H](O)C(C)(C)[C@H]1C2	32	23	-42*	13	1.5*	-36*	20	13	4.0*
51	COC(=O)c1c2c(c[n+]([O-])c1C)C(=O)C=C(NCc1ccccc1)C2=O	-99*	-89*	-99*	-80*	-59*	-94*	-97*	-83*	-79*
52	CS(=O)(=O)c1ncc(-c2ccccc2)cn1	98	104	94	97	89	107	110	100	113
53	CCCCOc1nc2ccc(OC)cc2cc1C1CNC(=O)c2ccccc2N1 (stereo not given)	105	123	95	85	.	.	90	97	98
54	CCCCOC(=O)Cc1ccc(OC)c(OC)c1	97	103	99	102	101	100	91	98	99
55	CCCCOc1nc2ccc(Cl)cc2cc1/C=C/C(=O)/C=C1/CC(c2cc3cc(Cl)ccc3nc2OCCCC)Nc2ccccc2N1 (stereo not given)	99	92	92	98	94	96	86	101	99
56	COc1ccc(-c2csc(C3=C(O)CN(CCCN4CCCC4=O)C3=N)n2)cc1OC	94	98	90	89	94	92	106	104	103
57	CC(C)(C)c1ccc(S(=O)(=O)Oc2ccc3c4c(c(=O)oc3c2)CCCCC4)cc1	82	75	43	37	30	2.7*	39	55	55
58	O[Si](c1ccccc1)(c1ccccc1)c1ccccc1	104	.	104	85	93	85	98	92	98
59	CC1=C(C(=O)c2ccccc2)C(c2cccc3ccccc23)n2c(nc3ccccc32)N1 (stereo not given)	66	96	1.2*	32	70	77	60	91	.
60	CC/C=C\C[C@H]1CC=C2C(=O)C=C[C@@H]2CC=CCCCC(=O)O[C@@H](CCCCC)CC=C2C(=O)C=C[C@@H]2CC=CCCCC(=O)O[C@@H](CCCCC)CC=C2C(=O)C=C[C@@H]2CC=CCCCC(=O)O[C@@H](CCCCC)CC=C2C(=O)C=C[C@@H]2CC=CCCCC(=O)O1	26[7.9 µM]	89[7.9 µM]	2.0*[7.9 µM]	-54*[7.9 µM]	47[7.9 µM]	54[7.9 µM]	65[7.9 µM]	21[7.9 µM]	9.8*[7.9 µM]
61	CC1=CC2N=NN(Cc3cccc(NC(=O)CCC(=O)O)c3)C2C=C1C (stereo not given)	104	113	103	99	104	100	93	108	99
62	CCCCCC(CCC)COC(=O)c1ccc(OC)cc1 (stereo not given)	112	99	97	100	99	102	89	109	104
63	Clc1nc(NC2CCCCC2)c2cn[nH]c2n1	104	106	91	97	103	113	.	102	92
64	c1cncc(-c2nc3ccccc3s2)c1	91	102	97	99	100	107	87	96	104
65	COC(=O)[C@@]12OC[C@]34[C@H]([C@@H](O)[C@@H]1O)[C@@]1(C)[C@H](O)C(=O)C=C(C)[C@@H]1C[C@H]3OC(=O)C(OC(C)=O)[C@@H]24 (stereo not given in full)	-19*	-76*	-37*	-54*	-27*	-54*	-80*	-58*	-38*
66	NC(=Nc1ccccc1)SCCCCCSC(N)=Nc1ccccc1	84	92	73	68	73	86	68	98	100
67	CCCCCCCN(CCCCCCC)C(=N)c1ccc(OC)c2ccccc12	-81*	-92*	-88*	-87*	-81*	-90*	-98*	-84*	-89*
68	COc1cc(CC#N)c([N+](=O)[O-])cc1OC	109	108	102	93	116	110	107	104	119
69	O=C(CCSCCC(=O)N/N=C/c1ccc(F)cc1)N/N=C\c1ccc(F)cc1	99	103	105	104	101	97	97	107	101
70	COc1ccc(NC(=O)Cn2c(/C=C/c3ccc(N(C)C)cc3)nc3ccccc3c2=O)cc1	71	63	-60*	29	57	50	84	50	48
71	NC(=O)n1cccc1	101	106	102	90	105	103	101	104	103
